Screening results from PubChem BioAssay.
SENP6 inh – SENP6 protease inhibitors, primary screen, biochemical, luminescence, uHTS; Recombinant SENP6 catalytic domain, aminoluciferin luminescence; inhibition, % at 10 µM; 1.8% of 330,000 active;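 active = inhibition above about 50% at the single tested dose, limit read from the data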;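 also: plate controls were DMSO wells with enzyme for no effect and DMSO wells lacking enzyme for full effect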
SENP7 inh – SENP7 protease inhibitors, primary screen, biochemical, luminescence, uHTS. recombinant SENP7, Z-RLRGG-aminoluciferin luminescence, 40 min. 1.5% of 330,000 active. inhibition, % at 5 µM;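 active = inhibition above about 50% at the single test dose, limit read from the data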;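 also: plate controls were DMSO with enzyme for no effect and no enzyme buffer wells for full effect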
PfG6PD inh – PfG6PD enzyme inhibitors, primary screen, biochemical, fluorescence intensity, uHTS | PfGluPho enzyme, NADPH resazurin-diaphorase fluorescence | inhibition, % at 20 µM | 0.78% of 350,000 active | AID 504690, 2011;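 active = inhibition reaching at least a set limit at 20 µM in the primary screen, cut at about 59% in these data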;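 also: 0% = DMSO wells with substrate and 100% = DMSO wells lacking glucose-6-phosphate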
SENP8 block-1 – human SENP8 protease inhibitors, primary screen, biochemical, fluorescence, Nedd8 protein substrate, uHTS; Sentrin-specific protease 8 (Homo sapiens), Q96LD8; recombinant SENP8; inhibition, % at 20 µM; 0.64% of 360,000 active; AID 602440, 2012; in the data active = inhibition mostly above about 40%, no sharp cut-off; inactive = mostly below about 27%
Target sequence (Q96LD8 whole entry, looked up): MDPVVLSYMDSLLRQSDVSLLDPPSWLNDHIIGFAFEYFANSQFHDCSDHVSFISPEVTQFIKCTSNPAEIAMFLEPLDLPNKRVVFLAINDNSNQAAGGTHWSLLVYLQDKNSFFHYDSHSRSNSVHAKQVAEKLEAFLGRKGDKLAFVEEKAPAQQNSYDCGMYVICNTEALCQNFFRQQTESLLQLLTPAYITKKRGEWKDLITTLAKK
SENP1 inh – human SENP1 catalytic domain inhibitors, primary screen, biochemical, FRET, uHTS | inhibition, % at 10 µM | 0.21% of 360,000 active | recombinant SENP1 catalytic domain, CyPet-SUMO1-YPet FRET cleavage | Sentrin-specific protease 1 (Homo sapiens), Q9P0U3;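 active = inhibition at least 30% at 10 µM, raw YFP signal under a set limit, fluorescence ratio 0.5 to 1.5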;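 also: 0% = enzyme with DMSO and 100% = no enzyme wells; some results filed as inactive read as strong as hits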
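Material – human SENP1 catalytic domain · Input – SENP1 enzyme, 20 pM final · Compound dosing – single concentration of 10 µM compound, 0.5% DMSO final · Timing – enzyme reaction for 50 min at room temperature, dark · Measured by – FRET fluorescence in CFP and YFP emission channels · Control set – no-enzyme wells low, DMSO-plus-enzyme wells high control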
HKDC1 inh – HKDC1 hexokinase inhibitors, primary screen, biochemical, fluorescence, uHTS; inhibition, % at 20 µM; 0.16% of 340,000 active; AID 493160, 2011; recombinant HKDC1, G6PDH/diaphorase resazurin coupled fluorescence; Q2TB90;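 active = inhibition above about 35% when tested at 20 µM, limit read from the data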;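 also: plate controls were DMSO wells with enzyme for no effect and DMSO wells lacking enzyme for full effect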
Target sequence (Q2TB90 whole entry, looked up): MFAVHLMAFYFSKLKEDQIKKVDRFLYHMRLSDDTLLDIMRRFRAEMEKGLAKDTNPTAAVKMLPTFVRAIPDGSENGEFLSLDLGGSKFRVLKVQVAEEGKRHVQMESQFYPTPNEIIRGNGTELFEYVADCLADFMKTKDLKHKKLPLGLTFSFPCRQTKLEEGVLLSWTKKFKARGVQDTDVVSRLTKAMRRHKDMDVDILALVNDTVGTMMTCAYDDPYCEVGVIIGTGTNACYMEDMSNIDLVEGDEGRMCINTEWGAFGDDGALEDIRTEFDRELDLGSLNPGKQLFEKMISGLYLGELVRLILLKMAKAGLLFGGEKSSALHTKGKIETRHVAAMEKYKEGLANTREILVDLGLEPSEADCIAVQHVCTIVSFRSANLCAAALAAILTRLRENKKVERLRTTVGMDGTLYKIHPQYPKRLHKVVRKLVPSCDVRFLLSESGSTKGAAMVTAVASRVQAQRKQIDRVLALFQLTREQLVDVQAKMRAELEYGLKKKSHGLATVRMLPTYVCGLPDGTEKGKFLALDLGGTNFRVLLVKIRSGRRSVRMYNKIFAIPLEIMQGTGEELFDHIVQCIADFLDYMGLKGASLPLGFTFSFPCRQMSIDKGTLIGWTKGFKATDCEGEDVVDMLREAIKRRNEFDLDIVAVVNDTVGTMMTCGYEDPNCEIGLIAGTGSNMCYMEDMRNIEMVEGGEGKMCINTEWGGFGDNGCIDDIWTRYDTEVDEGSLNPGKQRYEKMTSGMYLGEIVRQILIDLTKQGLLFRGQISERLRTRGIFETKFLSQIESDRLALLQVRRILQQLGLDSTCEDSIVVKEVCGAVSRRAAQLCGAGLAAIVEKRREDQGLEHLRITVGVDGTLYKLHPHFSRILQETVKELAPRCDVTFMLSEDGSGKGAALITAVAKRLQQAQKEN
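test system = in-house recombinant HK5 (HKDC1) enzyme | amount = HKDC1 at 5 µg/mL | control set = DMSO-enzyme wells negative, buffer-substituted wells positive | compound = one dose of 20 µM, 1% DMSO | schedule = reaction time 90 min, room temperature, protected from light | technique = resorufin fluorescence at 613 nm | reagent = glucose with 1 mM ATP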
SENP8 block-2 – SENP8 protease inhibitors, primary screen, biochemical, luminescence | inhibition, % at 10 µM | Sentrin-specific protease 8 (Homo sapiens), Q96LD8 | AID 2540, 2010 | purified SENP8, Z-RLRGG-aminoluciferin cleavage | 1.2% of 330,000 active; in the data active = inhibition above about 50%
Apaf1 inhib – inhibitors of human Apaf-1 apoptosome, primary screen, biochemical, DEVD-Rh110 fluorescence, uHTS; Apoptotic protease-activating factor 1 (Homo sapiens), O14727; reconstituted apoptosome caspase-3 activity; inhibition, % at 20 µM; 0.71% of 330,000 active; AID 489030, 2010; active = inhibition of at least 40% at 20 µM;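 also: plate controls were DMSO wells for no effect and DEVD-CHO caspase inhibitor wells for full effect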
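System: Apoptosome proteins | Medium: Hepes pH 7.5 with detergent and BSA | Also added: Cytochrome c trigger plus (Z-DEVD)2-Rh110 caspase-3 substrate | Incubation: 30 min compound preincubation, 50 min activation, room temperature | Detection: Rhodamine 110 fluorescence at Ex 480/Em 540 nm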
The depositor's hits bear a star; nt = not tested or not shown. Outcome played no part in choosing rows. Share with any hit: about 3.6%.

SMILES	SENP6 inh	SENP7 inh	PfG6PD inh	SENP8 block-1	SENP1 inh	HKDC1 inh	SENP8 block-2	Apaf1 inhib
CCCCc1ccc(N2C(=NC(=O)C3CCCO3)SC3CS(=O)(=O)CC32)cc1 (stereo not drawn)	2.8	-6.0	-3.4	14.8	-1.0	2.2	10.5	9.7
CCOC(=O)c1c(NC(=O)CCN2CCOCC2)sc(C)c1-c1ccccc1	-7.8	15.7	0.4	8.4	-2.0	-4.4	5.3	9.0
COc1ccccc1NC(=O)Cn1nnc(-c2ccccc2NS(=O)(=O)c2ccccc2)n1	4.9	1.4	17.2	16.1	0.0	15.2	-2.7	-5.3
Cc1cc(C)cc(NC(=O)CN2C(=O)NC(C)(c3ccccc3)C2=O)c1 (stereo not drawn)	-11.4	-0.6	5.1	16.6	-0.8	2.6	4.2	10.7
CCCCn1c(N)c(N(CCOC)C(=O)c2ccc(Cl)c(S(=O)(=O)N3CCCC3)c2)c(=O)[nH]c1=O	-9.8	-0.1	5.7	-39.0	-44.9	-4.1	4.2	6.4
O=C(c1ccc(NS(=O)(=O)/C=C/c2ccccc2)cc1)N1CCCCC1	-6.8	4.4	-11.9	3.0	-1.6	5.1	-4.7	14.2
COc1ccc2nc(NCc3ccccc3)[nH]c2c1	-2.9	3.2	2.8	8.6	-1.5	-2.5	-4.7	-4.9
CC1(C)COC(Cn2c3ccccc3c3ccccc32)O1 (stereo not drawn)	-35.0	-2.6	-15.7	6.8	1.9	1.9	-6.9	0.7
Cc1cccc(Nc2ccc([N+](=O)[O-])cc2C(=O)O)c1	21.9	-4.2	11.6	13.7	4.4	14.3	-1.5	4.2
Cc1ccc(-c2csc(NC(=O)c3ccno3)n2)cc1	-19.0	-5.8	-8.9	-4.9	-31.1	1.5	-11.6	17.7
Cc1ccc(C(=O)OCC(=O)NC2CCCCC2)cc1S(=O)(=O)N1CCCCC1	-11.5	0.6	5.9	-1.5	0.8	-5.7	3.7	3.6
O=c1c2sc3nc(N4CCOCC4)c4c(c3c2ncn1C(c1ccccc1)c1ccccc1)CCCC4	nt	nt	16.8	-422.0	0.0	-4.1	nt	nt
Cc1cccc(OCC(=O)NC(=S)NNC(=O)c2ccncc2)c1	-6.6	-9.8	77.0*	-370.2	-0.3	-5.9	6.3	-7.3
COc1ccc(N2CCN(CCCNC(=O)c3cc4sccc4n3C)CC2)cc1	-17.4	-7.5	-0.3	12.4	0.1	2.1	-4.2	-4.3
CCc1nn2cc(C(=O)c3ccccc3O)cnc2c1-c1ccc(F)cc1	-10.3	6.4	-7.7	6.2	-9.9	-3.2	-5.0	22.7
CCOC(=O)N1CCN(C(=O)c2cc(COc3ccc(F)cc3F)on2)CC1	-19.0	-10.7	-16.3	-3.9	8.2	-1.8	-9.2	-3.3
CC(C)OP(=O)(c1ccc(N(C)C)cc1)C(O)c1ccccc1 (stereo not drawn)	-0.3	-5.1	-11.2	10.9	1.0	-1.4	-6.2	-1.5
O=C1CCCC/C1=C\Nc1ccc(C(=O)O)c(O)c1	61.8*	21.5	10.8	-7.2	-1.9	-0.5	36.0	-16.2
COc1ccc(N2CC(C(=O)Nc3ccc(F)cc3F)CC2=O)cc1 (stereo not drawn)	-13.9	-3.5	-2.2	18.7	0.7	-5.9	-13.5	8.2
Cc1ccc(Cl)cc1N1C(=O)CC(C)(C)CC1=O	-2.9	0.9	-0.1	15.5	0.3	-4.6	-6.1	0.6
O=C(O)c1cccnc1SCc1cccc(Br)c1	11.0	9.7	-16.8	22.5	5.3	-1.5	-10.7	4.8
N#Cc1nc(-c2ccc(Cl)cc2)oc1NCc1cccc2c1OCO2	8.5	14.6	18.1	-286.5	-3.3	-3.1	1.0	-10.5
Cc1[nH]c(=O)[nH]c(=O)c1S(=O)(=O)N1CCC(C(=O)N2CCN(c3cccc(C(F)(F)F)c3)CC2)CC1	8.1	-4.6	-23.1	3.3	-0.4	8.4	-3.3	2.3
COc1ccc(CN2CCN(c3ncccn3)CC2)c(C)c1C	-11.9	-5.3	-2.2	19.0	-0.4	-1.3	1.1	2.9
Cn1c(=O)c2c(nc(OCc3ccccc3)n2C)n(C)c1=O	-0.1	12.8	-8.1	17.1	0.9	-1.7	-9.7	1.9
O=[N+]([O-])c1ccc(O)c(Nc2ncnc3ccc(Br)cc23)c1	2.8	3.5	7.7	29.7	3.9	3.5	13.1	-1.5
CC(=O)c1sc(C(C)(C)C)cc1NC(=O)/C=C/C(=O)O	-5.4	2.7	-19.9	14.7	-0.1	-1.4	7.7	16.8
CC(=O)c1ccc(N2CCN(C(=S)NCCCN(C)C)CC2)cc1	4.9	2.9	7.0	-41.3	2.1	-3.0	-3.7	-8.7
O=C(Nc1cccnc1)c1cccc(S(=O)(=O)N2CCCC2)c1	3.1	4.4	-2.5	-12.7	0.3	-3.6	-0.5	-17.1
CCCC(C)C(=O)OCC(=O)Nc1c(Br)cc(C)cc1Br (stereo not drawn)	2.5	12.6	14.0	8.2	3.3	-2.4	9.9	3.5

Five compounds from above, sorted by the value under SENP1 inh, largest number first:
SMILES | SENP1 inh
CCOC(=O)N1CCN(C(=O)c2cc(COc3ccc(F)cc3F)on2)CC1 | 8.2
O=C(O)c1cccnc1SCc1cccc(Br)c1 | 5.3
CC(=O)c1ccc(N2CCN(C(=S)NCCCN(C)C)CC2)cc1 | 2.1
O=C(Nc1cccnc1)c1cccc(S(=O)(=O)N2CCCC2)c1 | 0.3
Cc1[nH]c(=O)[nH]c(=O)c1S(=O)(=O)N1CCC(C(=O)N2CCN(c3cccc(C(F)(F)F)c3)CC2)CC1 | -0.4

Single records (already shown):
CC(=O)c1ccc(N2CCN(C(=S)NCCCN(C)C)CC2)cc1 is listed with SENP6 inh = 4.9; SENP7 inh = 2.9; PfG6PD inh = 7.0; SENP8 block-1 = -41.3; SENP1 inh = 2.1; HKDC1 inh = -3.0; SENP8 block-2 = -3.7; Apaf1 inhib = -8.7
COc1ccc(N2CC(C(=O)Nc3ccc(F)cc3F)CC2=O)cc1 (stereo not drawn) is listed with SENP6 inh = -13.9; SENP7 inh = -3.5; PfG6PD inh = -2.2; SENP8 block-1 = 18.7; SENP1 inh = 0.7; HKDC1 inh = -5.9; SENP8 block-2 = -13.5; Apaf1 inhib = 8.2

Going on with the list.
SMILES	SENP6 inh	SENP7 inh	PfG6PD inh	SENP8 block-1	SENP1 inh	HKDC1 inh	SENP8 block-2	Apaf1 inhib
Cc1cc(NC(=O)Nc2cc(F)ccc2F)no1	-18.8	-4.0	4.3	6.5	2.2	-4.2	-14.3	4.9
Cc1ncc([N+](=O)[O-])n1CC(=O)Nc1ccc(Br)cc1	2.8	-2.2	-10.2	7.3	0.2	-0.3	-7.2	2.8
Cc1ccc(S(=O)(=O)CCN2CCC(n3cccc3)CC2)cc1	-1.5	4.2	-4.8	32.7	-0.9	-4.7	-1.7	5.3
CSc1nc(C)c(CCO)c(=O)[nH]1	0.9	8.7	-2.2	5.5	1.4	-5.2	-4.4	6.4
CC(NC(=S)NCc1ccccc1)C12CC3CC(CC(C3)C1)C2 (stereo not drawn)	7.0	-2.1	6.4	9.2	1.9	-9.9	2.1	20.3
CC(Oc1ccccc1)C(=O)N1CCCc2ccccc21 (stereo not drawn)	11.1	7.4	-3.3	26.3	0.4	-1.1	7.3	5.0
ONC(=Nc1ccc(Cl)cc1)c1ccc(Cl)cc1	6.1	-6.9	1.1	8.6	1.1	3.0	-4.8	13.0
Fc1ccc(CNC(=S)NC2CCCC2)cc1	-0.6	11.0	-11.2	20.7	0.0	3.0	-1.6	0.9
Cn1c(SCc2cc(=O)[nH]c(C(C)(C)C)n2)nnc1C(F)(F)F	2.8	6.1	10.5	-2.0	-0.5	-2.3	4.7	-23.3
CCc1cccc(C)c1NC(=S)NCc1ccc2c(c1)cc(C)n2C	-1.7	6.1	10.0	-33.2	-5.4	-2.5	6.3	54.6*
Cc1nn2c(-c3ccncc3)ccnc2c1Cl	6.5	1.1	-0.8	14.6	0.1	5.5	4.1	-7.9
Cc1ccc(Nc2nc(-c3ccc(O)c(O)c3)cs2)nc1	29.5	-12.0	39.1	nt	nt	-2.6	24.1	26.6
Cn1c(N2C(=O)CC(Cc3ccccc3)C2=O)nc2ccccc21 (stereo not drawn)	-23.8	-5.4	-5.1	20.6	1.1	-8.4	0.9	-2.3
Cc1cccc(NC(=O)C(=O)NCc2ccc3c(c2)OCO3)c1C	-1.8	-2.7	-19.1	5.7	-2.3	14.3	-7.3	-8.4
CCOc1ccc(CNS(=O)(=O)c2cccs2)cc1OCC	-13.0	11.4	30.0	5.3	-1.0	-6.9	-5.4	-4.1
Cn1c(=O)[nH]c(=O)c2c1nc(N1CCCC1)n2CCCSc1nnnn1-c1ccccc1	1.7	10.0	-6.5	24.9	-1.0	-3.5	-5.1	14.5
CCn1cc(C(=O)N[C@@H](C)C(=O)NCCCO)c(=O)c2cc3c(cc21)OCO3	-9.6	1.5	-8.1	-56.8	0.9	3.5	4.5	4.4
C[C@H](CO)N1C[C@H](C)[C@@H](CN(C)C(=O)NC2CCCCC2)Oc2c(NC(=O)c3ccncc3)cccc2C1=O	-4.6	-2.0	14.3	13.5	0.5	-4.4	1.2	5.1
COc1ccc(Br)c2c1C(=O)CC2	-0.1	3.2	9.9	2.1	2.7	-5.4	6.4	-5.8
Cc1ccnc(NC(=O)C2CCN(S(=O)(=O)c3ccc(Cl)c(C(F)(F)F)c3)CC2)c1	-16.7	11.4	11.4	10.6	-1.7	-1.0	-17.7	7.5
C=CCNC(=S)N/N=C/c1ccc(-c2cccc([N+](=O)[O-])c2)o1	-4.8	14.0	5.3	22.9	15.2	-3.8	1.6	5.8
COc1ccc(NC(=O)CNCc2ccc(Cl)cc2)cc1S(=O)(=O)N1CCOCC1	-13.1	-13.5	4.7	13.3	-0.6	-0.1	-1.3	-6.3
CC(Sc1ccccc1)C(=O)NN=C1CCCCCCC1 (stereo not drawn)	-4.0	-2.5	-13.7	10.0	2.5	8.0	4.2	2.5
CCOc1cc2ccccc2cc1C(=O)Nc1ccccn1	nt	nt	-5.3	-358.3	0.6	2.5	nt	nt
COC(=O)C1=C(C)N(C)C(=O)NC1c1cc(Cl)c(O)c(OC)c1 (stereo not drawn)	4.0	1.0	11.0	13.0	2.9	-9.7	1.4	-33.2
CCN(CC)S(=O)(=O)c1ccc(N2CCOCC2)c(NC(=O)C(C)(C)C)c1	12.4	0.1	10.7	30.3	-1.5	-2.0	3.4	-24.9
CC(C)(C)NC(=O)NC(=O)COC(=O)C1=COCCO1	11.9	9.0	-11.8	15.6	2.0	-2.2	0.9	9.3
CCOC(=O)C1CCCN(C(=O)CCCn2nc(C)n3c(cc4sccc43)c2=O)C1 (stereo not drawn)	-0.3	-1.7	-1.7	1.9	0.2	-5.0	0.1	-0.7
Cc1ccc(-c2nc(=S)c3c(n2Cc2ccco2)CCCC3)cc1	nt	nt	16.0	5.3	1.4	5.4	nt	nt
COc1ccc(S(=O)(=O)N2CCCN(CC(=O)Nc3ccccc3F)CC2)cc1	0.5	-7.5	-7.6	9.4	3.0	-5.3	-0.2	4.7
